High-throughput results as filed in PubChem BioAssay.
EPAC1 antagonist: blocks human EPAC1 exchange factor; O95398; EPAC1 GEF assay, Rap1b-BODIPY-GDP exchange fluorescence; Potency, µM (series often up to 115 µM), without a hit: top-dose activity change, negative = inhibition, usual class: inhibitors; hit rate 0.14% among 360,000; AID 720709;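 note: plate controls were vehicle for no effect and positive control for full effect; nearly all actives have a fitted effect of over 50% in size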
EPAC2 agonist: agonists of human EPAC2 (RAPGEF4). Potency, µM (titrated, usually from 154 µM), inactives show top-dose activation, actives largely listed as activators. Q8WZA2. hit rate 0.079% among 360,000. EPAC2 activation, biochemical qHTS; response scale: 100% = 6.5 mM cAMP response; note: nearly all actives have a fitted effect of over 50% in size
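Setup: EPAC2 100 nM, labeled Rap1B complex 250 nM, free GDP 50 uM. Compound titrations pinned in, brief spin, 5 min room temperature incubation. Kinetic fluorescence read over 30 min, normalized to 6.5 mM cAMP.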
TDP-43 yeast inh: rescues yeast growth from TDP-43 toxicity; TDP-43 expressing yeast growth rescue, BacTiter-Glo, 24 h; Potency, µM (top dose mostly 46.1 µM), for the others: at the highest dose growth rescue (activation), actives largely listed as activators; hit rate 1.8% among 410,000; AID 652104; note: % of control where 0% means no effect; nearly all actives have a fitted effect of over 50% in size
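Cell-based yeast growth screen: TDP-43 expression induced in galactose, inoculum OD600=0.02 after raffinose pregrowth to mid-log. Read-out BacTiter-Glo luminescence at 24 hr, 30 deg C; inhibition of toxicity seen as signal increase.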
EPAC1 ag: agonists of human EPAC1; O95398; EPAC1 agonist qHTS, biochemical assay; response scale: 100% = response to 6.5 mM cAMP; Potency, µM (highest dose often 154 µM), for inactives: top-dose activation, hits mostly activators; hit rate 0.073% among 360,000; AID 720707; note: nearly all actives have a fitted effect of over 60% in size
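Nucleotide exchange assay: 100 nM EPAC1 with 250 nM Rap1B loaded with BODIPY-GDP and 50 uM GDP, room temperature. Fluorescence (480/540 nm) read every 5 min for 30 min; signal change normalized to 6.5 mM cAMP as full agonist.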
EPAC2 antagonist: EPAC2 (human) antagonism; Q8WZA2; EPAC2 GEF exchange of Rap1B-BODIPY-GDP, fluorescence; Potency, µM (series often up to 114 µM), inactives show top-dose activity, negative = inhibition, usual class: inhibitors; hit rate 0.18% among 360,000; AID 720708; note: % is set by controls: 0 for no effect and ±100 for the full control effect; nearly all actives have a fitted effect of over 45% in size; many of its hits are not listed in these tables
FUS suppressor: suppressors of FUS proteinopathy in yeast | hit rate 0.24% among 390,000 | AID 1347120 | Potency, µM (series often up to 76.6 µM), without a hit: at the top dose growth rescue (activation), actives largely listed as activators | S. cerevisiae FUS-expressing, growth rescue, OD600, 24 h;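 note: plate controls were DMSO vehicle for no effect and reference control for full effect; nearly all actives have a fitted effect of over 55% in size; some results filed as inactive show a strong effect at the top dose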
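Absorbance at 600 nm, taken 24hr after compound addition, measured rescue of FUS-yeast growth at 30C. Induction used 2% galactose with seeding at OD 0.005. Controls: CP55940 from 92uM final, DMSO only.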
PTHR1 ag: agonists of human PTHR1 parathyroid hormone receptor; hit rate 0.075% among 410,000; AID 743266; HEK293 GP2 PTHR1 cells, GloSensor cAMP luminescence, 1 h; Q03431; Potency, µM (titrated, usually from 115 µM), for inactives: top-dose activation, actives largely listed as activators; note: nearly all actives have a fitted effect of over 55% in size; some results filed as inactive show a strong effect at the top dose; inactives centre near -15; many of its hits are not listed in these tables
Target sequence (Q03431 whole entry, looked up): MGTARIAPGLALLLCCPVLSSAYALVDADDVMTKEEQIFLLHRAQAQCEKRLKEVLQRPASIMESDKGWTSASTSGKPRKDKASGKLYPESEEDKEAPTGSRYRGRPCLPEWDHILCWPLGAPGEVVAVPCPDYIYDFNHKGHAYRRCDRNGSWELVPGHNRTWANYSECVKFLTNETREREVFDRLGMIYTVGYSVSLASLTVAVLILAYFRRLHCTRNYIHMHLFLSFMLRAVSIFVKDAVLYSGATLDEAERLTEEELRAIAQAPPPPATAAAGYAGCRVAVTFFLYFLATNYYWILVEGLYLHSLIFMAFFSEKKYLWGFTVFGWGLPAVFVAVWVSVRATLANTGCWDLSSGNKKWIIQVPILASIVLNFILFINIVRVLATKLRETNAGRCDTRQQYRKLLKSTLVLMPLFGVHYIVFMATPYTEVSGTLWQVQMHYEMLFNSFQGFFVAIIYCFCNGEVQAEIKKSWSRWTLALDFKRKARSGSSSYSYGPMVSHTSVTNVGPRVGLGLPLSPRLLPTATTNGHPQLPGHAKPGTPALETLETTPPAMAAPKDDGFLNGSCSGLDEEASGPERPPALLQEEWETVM
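HEK-293-derived GP2 cells expressing PTHR1 and a GloSensor cAMP reporter, 3,000/well, plated overnight, given luciferin plus IBMX (each 0.5 mM as added) for 1 h at 37 °C, then compound for 1 h at 37 °C. Luminescence was read after 15 min at room temperature.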
aSyn yeast inh: rescues yeast growth from alpha-synuclein toxicity | AID 652106 | Potency, µM (series often up to 46.1 µM), without a hit: at the top dose growth rescue (activation), usual class: activators | Yeast expressing alpha-synuclein, growth rescue, BacTiter-Glo, 24 h | hit rate 0.14% among 370,000; note: % of control where 0% means no effect; nearly all actives have a fitted effect of over 65% in size
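Screening used galactose-induced yeast with toxic alpha-synuclein levels, exposed to compound for 24 hr at 30 deg C. Cell growth, read with BacTiter-Glo luminescence, gave the measured signal.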
* marks the source's active call; other numbers are inactive results; i = inactive; ? = inconclusive; . = no result given; & = joins results of further samples; [ ] = another dose, or the depositor's remark. Calls come from the whole dose curve; as a rule, active = well fitted curve in the direction sought with a large enough effect; inconclusive = small, poorly fitted or top-dose-only effect, or another doubt; inactive = no such curve, though single readings can be large; an effect the other way counts as inactive or inconclusive. Potency is the fitted concentration of half-maximal effect. This is a subset (hit frequency here may not be typical).

#	compound	EPAC1 antagonist	EPAC2 agonist	TDP-43 yeast inh	EPAC1 ag
1	CC(=O)Nc1cccc(C(=O)NCC2(N3CCCCC3)CCCCC2)c1	-19%	11%	-4%	-4%
2	C/C(CC(C)C)=N/Nc1ccc([N+](=O)[O-])cc1[N+](=O)[O-]	-7%	8%	22%	11%
3	O=C(NC(=S)Nc1cccnc1)c1ccccc1	13%	-6%	4%	-4%
4	CC1CCN(C(=O)COC(=O)c2ccc(Br)o2)CC1	-2%	-5%	-19%	-5%
5	CCOC(=O)C1=CCC(c2cccc3ccccc23)N(S(=O)(=O)c2ccc(C)cc2)C1 (centres undefined)	4%	4%	14%	8%
6	O=C(Nc1cc(S(=O)(=O)N2CCOCC2)ccc1Cl)c1cc(=O)c2ccccc2o1	3%	-3%	20%	-3%
7	CNc1nc(Cl)nc2c1ncn2-c1ccccc1	-7%	1%	0%	17%
8	O=C(Nc1ccc(F)cc1)c1cccc(C(=O)Nc2ccc(F)cc2)c1	0%	1%	21%	-7%

#	EPAC2 antagonist	FUS suppressor	PTHR1 ag	aSyn yeast inh
1	6%	7%	-10%	-5%
2	-17%	13%	-36%[inhibitor]	-2%
3	3%	-8%	-17%	4%
4	3%	-5%	-9%	5%
5	-16%	?	i	-10%
6	0%	-34%	-14%	-2%
7	-1%	2%	-18%	-1%
8	-13%	-36%	i	0%

More results follow:
#	compound	EPAC1 antagonist	EPAC2 agonist	TDP-43 yeast inh	EPAC1 ag
9	O=C(Nc1c(-c2ccccc2)[nH][nH]c1=O)c1ccc2c(c1)OCO2	-3%	8%	5%	13%
10	C=Cc1ccc(Cn2c(C)c(C(=O)NCCC#N)sc2=O)cc1	?	4%	20%	23%
11	CN(C)S(=O)(=O)Oc1ccc(C(=O)Nc2cccc(C(F)(F)F)c2)cc1	-6%	1%	?	2%
12	CCOC(=O)c1[nH]cnc1N=Nc1c(O)ccc2ccccc12	-12%	-2%	3%	3%
13	CC/C(C)=N/Nc1nc2sc3c(c2c(=O)[nH]1)CC(C)(C)OC3	-13%	6%	-11%	4%
14	COC(=O)c1nn(-c2nc(-c3ccc(OC)c(OC)c3)cc(C(F)(F)F)n2)cc1[N+](=O)[O-]	-25%	-7%	8%	10%
15	CC1(C)CSC(=NCCc2ccccc2)N1	-3%	1%	5%	10%
16	Cc1ccccc1C(=O)N1CCN(S(=O)(=O)c2ccccc2)CC1	-2%	-2%	24%	6%

#	EPAC2 antagonist	FUS suppressor	PTHR1 ag	aSyn yeast inh
9	-3%	7%	-4%	6%
10	1%	-11%	i	?
11	-4%	2%	-45%[inhibitor]	-1%
12	-4%	-4%	i	-21%
13	-15%	36%	-5%[57.5 µM]	-1%
14	-10%	-11%	i	6%
15	7%	1%	i	?
16	-7%	.	-15%	1%

Next records
#	compound	EPAC1 antagonist	EPAC2 agonist	TDP-43 yeast inh	EPAC1 ag
17	Cc1c(N2C(=O)C3C4C=CC(C4)C3C2=O)c(=O)n(-c2ccccc2)n1C (centres undefined)	6%	5%	-2%	3%
18	O=C1Nc2ccccc2O/C1=C\c1c(F)cccc1Cl	-3%	0%	10%	-6%
19	CCC1=C(C)CN(C(=O)NCCc2ccc(S(=O)(=O)NC(=O)NC3CCC(C)CC3)cc2)C1=O (centres undefined)	-4%	-9%	22%	2%
20	C[C@@H](C(=O)Nc1ccccc1N1CCOCC1)N1C(=O)C2CCCCC2C1=O (some centres undefined)	-5%	4%	-17%	0%
21	Cc1csc(NC(=O)c2cnc3ccccc3n2)n1	-20%	13%	0%	5%
22	CC(=O)c1ccc(OCCCC(=O)N2CCN(S(=O)(=O)c3cccs3)CC2)cc1	-10%	6%	21%	-4%
23	Cc1cc(O)ccc1Nc1nc2ccccc2nc1Nc1ccc(O)cc1C	-18%	-6%	-3%	10%
24	CC1Oc2ccccc2N(CC(=O)NCCN2CCOCC2)C1=O (centres undefined)	-4%	4%	-21%	10%

#	EPAC2 antagonist	FUS suppressor	PTHR1 ag	aSyn yeast inh
17	2%	-4%	i	0%
18	5%	-28%	-29%	5%
19	-19%	-22%&-2%	-24%	4%
20	-13%	5%	-67%[inhibitor]	-4%
21	4%	15%	-19%	4%
22	-1%	9%	i	1%
23	-11%	?	-32%	0%
24	2%	2%	i	1%

(cont.)
#	compound	EPAC1 antagonist	EPAC2 agonist	TDP-43 yeast inh	EPAC1 ag
25	CCOc1cccc(/C=N/N2C(=O)CSC2=S)c1O	1%	2%	?	3%
26	Cc1sc2ncnc(Sc3ccccc3C(=O)O)c2c1C	-1%	0%	-7%	10%
27	O=c1[nH]c(N/N=C\c2ccc3c(c2)OCO3)nc2ccccc12	-30%	-1%	-12%[0.397 µM]	-8%
28	COc1ccc2c(c1)C(=O)N(c1ccccc1C)C(=O)C2(C)C	-4%	-1%	27%	4%
29	c1ccc(SCCCCNC2CCCC2)cc1	-24%	-2%	-5%	-20%
30	COc1cccc(CNC(=O)CCC2CCCN(c3cc(C)nc(N)n3)C2)c1 (centres undefined)	-22%	5%	-13%	8%
31	CCN1CCN(C(=O)c2cc3c(s2)-c2ccccc2S(=O)(=O)C3)CC1	0%	13%	-3%	-8%
32	O=C(c1ccccc1)c1coc(-c2ccccc2)c1	7%	9%	19%	9%

#	EPAC2 antagonist	FUS suppressor	PTHR1 ag	aSyn yeast inh
25	2%	22%	i	-13%
26	2%	5%	i	12%
27	-14%	?	-16%	-4%
28	-11%	6%	-6%	?
29	-4%	1%	i	-1%
30	5%	5%	-2%	-1%
31	2%	-9%	15%	-2%
32	13%	.	-12%	0%

Next section, starting with the last six of the part before.
#	compound	EPAC1 antagonist	EPAC2 agonist	TDP-43 yeast inh	EPAC1 ag
27	O=c1[nH]c(N/N=C\c2ccc3c(c2)OCO3)nc2ccccc12	-30%	-1%	-12%[0.397 µM]	-8%
28	COc1ccc2c(c1)C(=O)N(c1ccccc1C)C(=O)C2(C)C	-4%	-1%	27%	4%
29	c1ccc(SCCCCNC2CCCC2)cc1	-24%	-2%	-5%	-20%
30	COc1cccc(CNC(=O)CCC2CCCN(c3cc(C)nc(N)n3)C2)c1 (centres undefined)	-22%	5%	-13%	8%
31	CCN1CCN(C(=O)c2cc3c(s2)-c2ccccc2S(=O)(=O)C3)CC1	0%	13%	-3%	-8%
32	O=C(c1ccccc1)c1coc(-c2ccccc2)c1	7%	9%	19%	9%
33	O=c1c2cc(N3CCOCC3)ccc2[nH]c(=S)n1Cc1cccc(Cl)c1	10%	-1%	-33%	-13%
34	CN(C)c1cccc(CNC(=O)c2ccc3nc([C@H]4C[C@H](O)[C@@H](CO)O4)[nH]c3c2)c1	-3%	14%	?	-3%
35	COc1cc(/C=N/N=C(N)N)ccc1OCc1ccccc1Cl	1%	10%	14%	16%
36	NC(=O)c1c(NC(=O)c2ccccc2)sc2c1CCN(Cc1ccccc1)C2	1%	89µM*	0%	6%
37	Cc1ccc(N=C2NC(=O)/C(=C/c3cccn3C)S2)cc1	6%	6%	2%	-1%
38	Cc1ccc2nc(SCC(=O)N3CCCc4ccccc43)nc(=O)n2c1	2%	-6%	-4%	15%
39	CC1c2cc3c(cc2CCN1S(=O)(=O)c1ccccc1)OCCCO3 (centres undefined)	2%	12%	14%	17%
40	Cc1csc2c(=O)[nH]cnc12	-13%	4%	-7%	-8%

#	EPAC2 antagonist	FUS suppressor	PTHR1 ag	aSyn yeast inh
27	-14%	?	-16%	-4%
28	-11%	6%	-6%	?
29	-4%	1%	i	-1%
30	5%	5%	-2%	-1%
31	2%	-9%	15%	-2%
32	13%	.	-12%	0%
33	22%	43%	?	11%
34	5%	-18%	i	-2%
35	-19%	2%	-12%	-14%
36	23%	-13%	-21%	-5%
37	4%	2%	-6%	-6%
38	-5%	.	i	-2%
39	-11%	0%	-21%	8%
40	8%	1%	-23%	-1%

(cont.)
#	compound	EPAC1 antagonist	EPAC2 agonist	TDP-43 yeast inh	EPAC1 ag
41	CCC(=O)NC(NC(=S)Nc1cccc2cccnc12)C(Cl)(Cl)Cl (centres undefined)	-16%	16%	19%	9%
42	O=C(CCSCCC(=O)N1CCCC1)N1CCCC1	13%	7%	0%	13%
43	Cc1ccc(C(=O)C2CCN(CC(=O)NC3CCCC3)CC2)cc1	-11%	4%	-8%	7%
44	CC(NC(=O)COC(=O)c1ccc(S(=O)(=O)N2CCOCC2)cc1)c1ccccc1 (centres undefined)	4%	-7%	-21%	-10%
45	CN1C2CCC1CC(NC(=O)c1cc(Cl)cc3[nH]cnc13)C2 (centres undefined)	8%	5%	8%	5%
46	COc1cccc(NC(=O)c2ccc3c(c2)OCO3)c1	0%	12%	-2%	7%
47	Cc1cccc(NC(=S)N(CCN(C)C)Cc2cc3cc(C)ccc3[nH]c2=O)c1	12%	4%	5%	-5%
48	C=C(CO)C1Cc2cc(C(C)=O)ccc2O1 (centres undefined)	-23%	0%	-11%	3%

#	EPAC2 antagonist	FUS suppressor	PTHR1 ag	aSyn yeast inh
41	-5%	.	i	-3%
42	4%	18%	i	-3%
43	-24%	22%	-28%	0%
44	-5%	.	-5%	2%
45	14%	1%	i	7%
46	-2%	23%	-76%[inhibitor]	-27%
47	1%	15%	-1%	0%
48	6%	-17%	-24%	?

(continued)
#	compound	EPAC1 antagonist	EPAC2 agonist	TDP-43 yeast inh	EPAC1 ag
49	Cc1ccc2cc(CCNC(=O)c3ccco3)c(=O)[nH]c2c1	2%	-5%	-20%	4%
50	Cc1ccc(/C=N\NC(=O)CC(=O)NCCc2ccccc2)cc1	2%	3%	-15%	16%
51	COc1ccc(-c2cc(C(F)(F)F)n3nc(C(N)=O)cc3n2)cc1	1%	6%	7%	-4%
52	O=C(Nc1ccccc1)C(O)C(O)C(=O)Nc1ccccc1 (centres undefined)	2%	1%	0%	-3%
53	Oc1ccc(Nc2nc(-c3ccc(O)cc3)cs2)cc1	8%	4%	-11%	10%

#	EPAC2 antagonist	FUS suppressor	PTHR1 ag	aSyn yeast inh
49	8%	3%	-17%[57.5 µM]	1%
50	0%	-8%	i	6%
51	-6%	-59%	i	3%
52	25%	-14%	i	0%
53	-7%	31%	-14%[57.5 µM]	4%
